Screening results (PubChem BioAssay)
HTR5A ag – HTR5A agonists in luminescence cell assay, primary screen, counter-screen for OPRM1-OPRD1 heterodimer agonist project, full-deck HTS; 5-hydroxytryptamine receptor 5A (Homo sapiens), P47898; cell-based; activation, % at 9.3 µM; 0.61% of 340,000 active; AID 504692, 2011; in the data active = activation mostly above about 9.5%, no sharp cut-off; inactive = mostly below about 7.6%;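 also: 0% = cells with vehicle only and 100% = reference agonist; strong numbers were not always called active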
Pemphigus Ab inh – inhibitors of pemphigus antibody binding to DSG3, primary screen, biochemical, bead-based, flow cytometry, scFv-GFP; 0.48% of 310,000 active; AID 588358, 2011; DSG3-coupled beads, scFv-anti-DSG3-GFP binding; stronger effect = lower value; Desmoglein-3 (Homo sapiens), P32926; binding (percent of control), % at 10 µM;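 active = binding more than 3 SD below its plate's average and above zero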;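 also: hits lower antibody fragment binding to DSG3; some compounds called inactive have numbers as strong as hits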
Target sequence (P32926 whole entry, looked up, the tested form may be a part): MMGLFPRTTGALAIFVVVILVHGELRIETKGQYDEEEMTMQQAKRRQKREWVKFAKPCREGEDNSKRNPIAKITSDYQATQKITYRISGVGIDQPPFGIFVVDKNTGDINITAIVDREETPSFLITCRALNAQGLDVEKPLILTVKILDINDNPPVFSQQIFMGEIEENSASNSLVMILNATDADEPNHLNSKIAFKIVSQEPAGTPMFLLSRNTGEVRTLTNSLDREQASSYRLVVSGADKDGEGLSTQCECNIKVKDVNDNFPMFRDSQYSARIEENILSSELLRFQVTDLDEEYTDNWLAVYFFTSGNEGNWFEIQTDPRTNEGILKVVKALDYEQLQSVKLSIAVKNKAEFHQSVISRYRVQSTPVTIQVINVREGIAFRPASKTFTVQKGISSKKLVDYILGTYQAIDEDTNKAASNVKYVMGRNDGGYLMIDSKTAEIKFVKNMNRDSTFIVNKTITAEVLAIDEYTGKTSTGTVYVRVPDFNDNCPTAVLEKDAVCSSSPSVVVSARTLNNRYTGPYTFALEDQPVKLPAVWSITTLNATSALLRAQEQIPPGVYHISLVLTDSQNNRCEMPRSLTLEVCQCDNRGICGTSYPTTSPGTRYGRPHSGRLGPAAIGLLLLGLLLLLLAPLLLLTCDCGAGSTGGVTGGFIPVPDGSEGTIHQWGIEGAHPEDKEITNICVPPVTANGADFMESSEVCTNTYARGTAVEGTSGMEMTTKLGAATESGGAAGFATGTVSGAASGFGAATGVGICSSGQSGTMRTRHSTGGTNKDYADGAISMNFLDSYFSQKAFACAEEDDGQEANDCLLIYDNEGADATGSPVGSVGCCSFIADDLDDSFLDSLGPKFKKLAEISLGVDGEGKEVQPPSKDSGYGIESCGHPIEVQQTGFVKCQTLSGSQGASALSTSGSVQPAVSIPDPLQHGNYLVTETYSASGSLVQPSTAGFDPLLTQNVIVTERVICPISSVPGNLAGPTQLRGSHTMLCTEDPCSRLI
PKA-R1A act – activators of PKA-R1A holoenzyme, primary screen, biochemical, fluorescence polarization, Cy5-IP20, bovine R1A, mouse PKAc. activation, % at 11.4 µM. PKA-R1A dissociation; scaled: DMSO 0%, 113 µM cGMP 100%. 0.083% of 340,000 active. cAMP-dependent protein kinase type I-alpha regulatory subunit (Bos taurus) + …;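 active = percent activation above the mean of all tested compounds plus 3 SD, cut at about 19% in these data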;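 also: higher means more PKAc released from R1A so a rise in polarization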
DAGLB inhibitor – DAGLB lipase inhibitors, primary screen, biochemical, fluorescence, HTS | 0.059% of 340,000 active | HEK293T DAGLB membrane lysate, EnzChek fluorogenic substrate | inhibition, % at 5.17 µM | Diacylglycerol lipase-beta (Homo sapiens), Q8NCG7; in the data active = inhibition above about 34%;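 also: 0% = enzyme with vehicle and 100% = wells lacking enzyme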
V-ATPase pHluor – regulators of yeast V-ATPase proton pumping, primary screen, pHLuorin cytosolic pH fluorescence. AID 504577, 2011. response, % at 10 µM. S. cerevisiae. 0.37% of 350,000 active; in the data active = response mostly above about 7.3%, no sharp cut-off; inactive = mostly below about 5.4%; also: actives read high; inactives centre near 0; some compounds called inactive have numbers as strong as hits; reference of the scale not given here
MOR-DOR inv ag – inverse agonists of MOR-DOR heterodimerization, primary screen, cell-based, luminescence; AID 504357, 2011; Mu-type opioid receptor (Homo sapiens) + Delta-type opioid receptor (Homo sapiens), …; cell-based MOR-DOR heterodimer luminescence, inverse agonism; 0.21% of 340,000 active; inhibition, % at 9.3 µM; in the data active = inhibition above about 22%, passing the limit was not always enough;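 also: 0% = cells with DMSO and 100% = wells without cells with DMSO; values of inactives mirror those of a sister screen read the other way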
Arr AP2 block – inhibitors of beta-arrestin/AP2 binding, primary screen, biochemical, GPCR trafficking, flow cytometry | inhibition, % at 10 µM | AID 504490, 2011 | beta-arrestin 1 C-terminal peptide binding to AP2 beta2-adaptin appendage (human) | FITC-arrestin peptide / GST-AP2 beads; AP2 beta2 appendage carries R879A mutation | 0.31% of 340,000 active;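 active = inhibition above a set limit, near 3 SD of compounds lacking own fluorescence, cut at about 54% in these data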;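 also: plate controls were DMSO wells for no effect and 5 µM unlabelled arrestin peptide for full effect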
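Material – AP2 appendage R879A on GSH beads · Buffer or medium – PBS with 0.05% Tween 20 and 0.1% BSA · Probe or stimulus – fluorescein-tagged arrestin peptide at 50 nM final · Incubation – compound with beads 12 min RT, then probe 1 h RT · Detection – high-throughput flow cytometry of beads, ex 488, em 535 nm · Evaluation – percent response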
MOR-DOR ag – agonists of OPRM1-OPRD1 heterodimerization, primary screen, cell-based, luminescence; Mu-type opioid receptor (Homo sapiens) + Delta-type opioid receptor (Homo sapiens), …; cells; activation, % at 9.3 µM; 0.3% of 340,000 active; in the data active = activation above about 18%;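 also: 0% = vehicle-treated cells and 100% = reference agonist; values of inactives mirror those of a sister screen read the other way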
PKA-R2B activ – activators of PKA-R2B holoenzyme, primary screen, biochemical, fluorescence polarization, Cy5-IP20, human; cAMP-dependent protein kinase catalytic subunit beta (Homo sapiens) + cAMP-dependent …; PKA-R2B holoenzyme dissociation; R2B truncated from residue 108, S112A mutant; 0% DMSO only, 100% 113 µM cGMP; activation, % at 11.4 µM; 0.079% of 340,000 active; AID 504700, 2011;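 active = activation above a cutoff set at the mean over all compounds plus 3 SD, cut at about 18% in these data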;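 also: higher means more holoenzyme dissociation and a rise in polarization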
HTR5A inv ag – HTR5A inverse agonists in luminescence cell assay, primary screen, counter-screen for OPRM1-OPRD1 heterodimer inverse agonist project, full-deck HTS; HTR5A cell line, inverse agonism; inhibition, % at 9.3 µM; 0.083% of 340,000 active; AID 504634, 2011; in the data active = inhibition mostly above about 23%, no sharp cut-off; inactive = mostly below about 18%;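 also: 0% = cells with DMSO and 100% = no-cell wells with DMSO; some compounds called inactive have numbers as strong as hits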
Starred values were filed as active, the others as inactive; . = not tested or not shown.

#1 CCCCNC(=O)Nc1cc(C(=O)OC)ccc1Cl
#2 COc1ccccc1NS(=O)(=O)c1ccc(O)c(C(=O)OCC(=O)c2ccc(Cl)cc2Cl)c1
#3 CCc1nn(C(C)C(=O)N2CCN(c3ccccc3)CC2)c(=O)c2cc3occc3n12 (stereo unspecified)
#4 Cc1ccc(NC(=O)CSCc2n[nH]c(=O)[nH]2)c(Br)c1
#5 COc1ccc(N(CC(=O)N2CCN(c3ccc(F)cc3)CC2)S(=O)(=O)c2c(C)n[nH]c2C)cc1
#6 COc1ccccc1C(=O)NCCc1c(C)[nH]c2c(C)ccc(F)c12
#7 Cc1ccc(OCc2cc(C(=O)N(C)CCc3ccccc3)no2)cc1C
#8 O=C(O)CSc1c(-c2ccccc2)[nH]c2ccccc12
#9 O=C(Nc1ccc(OCc2ccccc2)cc1)c1cccnc1
#10 N#Cc1nc(COc2ccc(F)cc2)oc1NCCN1CCOCC1

assay / compound,1,2,3,4,5,6,7,8,9,10
Arr AP2 block,1,10,-17,7,12,5,3,2,4,-2
V-ATPase pHluor,5,2,0,2,0,0,-3,17*,0,11
PKA-R2B activ,9,2,-1,3,1,-5,5,-5,1,-4
HTR5A inv ag,2,8,-23,-1,-24,11,0,4,-17,-1
PKA-R1A act,-2,1,0,-9,-6,-11,-2,-3,4,1
DAGLB inhibitor,-2,1,-2,-2,2,0,-5,3,-4,3
MOR-DOR ag,-2.1,-5.0,-3.0,-3.8,-2.8,0.3,5.2,-2.7,-2.0,0.1
HTR5A ag,2,-3,1,0,6,7,0,2,7,-3
Pemphigus Ab inh,.,117,99,105,98,95,111,88,87,102
MOR-DOR inv ag,11,24,15,20,15,-2,-21,14,11,0

#11 CCNC(=O)c1ccccc1CCc1ccccc1
#12 CC(CN1CCOCC1)OC(=O)c1ccccc1Cl (stereo unspecified)
#13 CN(C(=O)Cn1c(Cl)nc2c1c(=O)n(C)c(=O)n2C)C1CCS(=O)(=O)C1 (stereo unspecified)
#14 O=C(NCC1CC1)c1onc(CSc2ccccc2)c1C(=O)NCC1CC1
#15 COc1ccc(-c2nc(C#N)c(N3CC(C)OC(C)C3)o2)cc1OC (stereo unspecified)
#16 COc1ccc(NC(=O)CSc2ccc(-c3sc(C)nc3C)nn2)cc1
#17 Cc1ccc(-n2c(C)nc3c(cnn3-c3ccccc3Cl)c2=O)cc1C
#18 CCOC(=O)N1CCN(C(=S)NC(=O)c2cc(Br)ccc2Cl)CC1
#19 CC(SC(=S)N1CCOCC1)C(=O)O (stereo unspecified)
#20 Cc1nnc(SCC(=O)N(C)Cc2ccccc2)[nH]c1=O

assay / compound,11,12,13,14,15,16,17,18,19,20
Arr AP2 block,-4,-13,-5,7,-4,-1,-6,-21,20,-3
V-ATPase pHluor,-2,2,1,-2,-1,1,1,2,-6,5
PKA-R2B activ,-7,3,-7,-4,-3,-16,-4,1,-4,5
HTR5A inv ag,4,-6,.,-34,-7,2,12,-2,20,9
PKA-R1A act,-24,-3,3,0,-5,-15,-1,-3,-3,-14
DAGLB inhibitor,0,0,2,-6,1,0,-3,-2,1,1
MOR-DOR ag,-0.9,-2.5,.,7.4,-0.8,-2.1,-2.0,-1.1,-1.4,-2.7
HTR5A ag,-2,2,.,12,3,9,0,1,-8,-1
Pemphigus Ab inh,118,102,85,100,89,102,.,107,103,98
MOR-DOR inv ag,5,12,.,-43,5,12,13,6,8,14

Continued, starting with the last 4 of the part before.
#17 Cc1ccc(-n2c(C)nc3c(cnn3-c3ccccc3Cl)c2=O)cc1C
#18 CCOC(=O)N1CCN(C(=S)NC(=O)c2cc(Br)ccc2Cl)CC1
#19 CC(SC(=S)N1CCOCC1)C(=O)O (stereo unspecified)
#20 Cc1nnc(SCC(=O)N(C)Cc2ccccc2)[nH]c1=O
#21 O=C(Nc1ccc2c(c1)OCCO2)c1ccc(Br)c(S(=O)(=O)N2CCOCC2)c1
#22 CCCCC(=O)Nc1ccc(NC(=O)c2ccccc2OC)cn1
#23 COc1cc(/C=C/C=C2/CC/C(=C/C=C/c3ccc(O)c(OC)c3)C2=O)ccc1O
#24 CC1Cc2cc(C3(O)C(=O)c4ccccc4C3=O)ccc2N1 (stereo unspecified)
#25 CC(=O)Nc1ccc(C(=O)CSc2nnc(Cc3ccccc3)o2)cc1
#26 O=C(Nc1ccncc1)Nc1ccccc1Cl
#27 CC(=O)c1ccc(S(=O)(=O)Nc2ccc(C(=O)NCC(c3ccccc3)N(C)C)cc2)cc1 (stereo unspecified)
#28 CCC(=O)Nc1sc2c(c1C(=O)N(C)C)CCCCC2
#29 CCCCOC(=O)Nc1nc(CC(=O)OCC)cs1
#30 O=C1C2CC=CCC2C(=O)N1c1nccs1 (stereo unspecified)

assay / compound,17,18,19,20,21,22,23,24,25,26,27,28,29,30
Arr AP2 block,-6,-21,20,-3,12,3,14,8,29,29,15,24,8,-1
V-ATPase pHluor,1,2,-6,5,4,-2,1,2,5,-1,3,0,-1,-2
PKA-R2B activ,-4,1,-4,5,10,1,-4,-2,4,5,0,-6,-5,-11
HTR5A inv ag,12,-2,20,9,5,-3,2,-19,-19,8,-7,-1,-13,8
PKA-R1A act,-1,-3,-3,-14,4,-8,-1,-6,1,-6,10,1,-16,-2
DAGLB inhibitor,-3,-2,1,1,4,2,-3,2,0,0,0,0,2,6
MOR-DOR ag,-2.0,-1.1,-1.4,-2.7,4.1,0.1,-0.5,1.2,-1.6,-1.9,0.7,-2.0,-2.5,0.0
HTR5A ag,0,1,-8,-1,11,0,0,3,-3,-3,3,0,5,-2
Pemphigus Ab inh,.,107,103,98,91,99,36*,103,97,98,98,83,101,104
MOR-DOR inv ag,13,6,8,14,-24,-1,2,-7,8,10,-3,11,12,0

#31 COc1ccc(-c2nn(-c3ccccc3)cc2/C=N/O)cc1
#32 Cc1nn(C)c(C)c1NC(=O)Nc1ccc(Cl)c(Cl)c1
#33 COC(=O)Nc1ccc(S(=O)(=O)Nc2ncccn2)cc1
#34 CCCc1nn2c(=O)cc(CSCC(=O)Nc3ccc(F)cc3)nc2s1
#35 COc1ccc(-c2csc3ncnc(N4CCN(c5ccccc5Cl)CC4)c23)cc1
#36 Cc1ccc(N=c2ssnc2Cl)cc1
#37 COc1ccc(-n2nnnc2/C=C\Nc2ccccc2C(=O)c2ccccc2)cc1
#38 CN(C)CCCn1c(=O)n(C2CCCCC2)c(=O)c2c3c(sc21)CCCCC3
#39 Cc1ccc(S(=O)(=O)N2CCOCC2)cc1NC(=O)COC(=O)Cc1ccccc1
#40 Cc1ccc(S(=O)(=O)Oc2ccccc2/C=N/Nc2ccc(C(=O)O)cc2)cc1

assay / compound,31,32,33,34,35,36,37,38,39,40
Arr AP2 block,26,27,7,0,4,5,-15,19,-7,22
V-ATPase pHluor,-1,2,-2,2,0,4,2,-2,-4,-3
PKA-R2B activ,6,3,4,0,-2,4,6,-2,-9,3
HTR5A inv ag,-16,-10,7,9,14,-15,4,-22,-3,4
PKA-R1A act,3,8,-7,5,-1,14,2,-11,-5,-7
DAGLB inhibitor,-13,-4,-3,-1,-7,-1,-4,1,1,4
MOR-DOR ag,1.9,-0.5,-3.0,2.0,-1.1,0.0,-1.2,-0.8,-3.4,-4.2
HTR5A ag,4,2,2,-1,-2,-5,-3,0,1,-1
Pemphigus Ab inh,93,.,99,.,107,.,106,90,.,100
MOR-DOR inv ag,-11,2,16,-10,6,0,7,4,17,21

Entries of single compounds, looked up by structure. Values in the order: Arr AP2 block | V-ATPase pHluor | PKA-R2B activ | HTR5A inv ag | PKA-R1A act | DAGLB inhibitor | MOR-DOR ag | HTR5A ag | Pemphigus Ab inh | MOR-DOR inv ag
Cc1ccc(NC(=O)CSCc2n[nH]c(=O)[nH]2)c(Br)c1 as listed: 7 | 2 | 3 | -1 | -9 | -2 | -3.8 | 0 | 105 | 20
CCC(=O)Nc1sc2c(c1C(=O)N(C)C)CCCCC2 as listed: 24 | 0 | -6 | -1 | 1 | 0 | -2.0 | 0 | 83 | 11

Following part
#41 O=C(NCC1CCCO1)C(c1cccs1)N(Cc1cccs1)C(=O)Cn1nnc(-c2cccs2)n1 (stereo unspecified)
#42 CCS(=O)(=O)N1CCC(C(=O)NCc2ccc(OC)cc2)CC1
#43 Cn1cnc([N+](=O)[O-])c1Nc1ccc(O)cc1
#44 CCC(c1nnnn1CCOC)N1CCN(c2cccc(C(F)(F)F)c2)CC1 (stereo unspecified)
#45 COCCn1c(SCC(=O)NNC(=O)c2cc(Cl)ccc2OC)nnc1-c1ccncc1
#46 CCOC(=O)c1ccccc1NC1c2ccccc2C(=O)N1c1cc(C)ccn1 (stereo unspecified)
#47 O=C(c1ccc2ccccc2n1)N1CCN(c2ccccc2Cl)CC1
#48 COc1cc(Cl)cc(C2NC(=O)NC(C)=C2C(C)=O)c1OCC(=O)O (stereo unspecified)
#49 CC(NCCC(c1ccccc1)c1ccccc1)c1ccccc1 (stereo unspecified)
#50 CCOc1ccc(N(CC(=O)NCc2ccc(Cl)cc2)S(=O)(=O)c2c(C)noc2C)cc1
#51 N#Cc1nc(-c2cccs2)oc1NCCN1CCOCC1
#52 Cc1ccccc1C(=O)OC(C)CN1CCN(C)CC1 (stereo unspecified)
#53 CN(CC(O)COc1ccc(S(=O)(=O)N2CCOCC2)cc1Cl)C1CCCCC1 (stereo unspecified)

assay / compound,41,42,43,44,45,46,47,48,49,50,51,52,53
Arr AP2 block,0,-6,11,4,9,-4,39,26,-1,-10,9,5,-13
V-ATPase pHluor,0,-2,8,0,3,0,-1,0,2,3,-5,1,0
PKA-R2B activ,6,-6,-7,-17,-5,1,3,7,-6,-6,6,7,-17
HTR5A inv ag,7,11,-5,-26,43*,18,-15,0,-24,-11,-5,-3,-3
PKA-R1A act,2,2,5,4,-11,-8,-3,-6,3,-3,-1,1,-10
DAGLB inhibitor,-2,0,0,-2,1,-8,-13,0,2,-1,-2,0,0
MOR-DOR ag,-0.8,-1.4,1.0,-0.3,-1.4,0.6,-1.8,0.8,14,-0.7,-2.0,-2.7,-1.5
HTR5A ag,0,8,2,-3,-18,-1,5,-1,7,3,2,1,1
Pemphigus Ab inh,97,103,99,101,89,85,99,101,112,135,105,99,103
MOR-DOR inv ag,5,8,-6,1,6,-3,9,-4,-77,4,10,13,8

Random draw from the library; about 2.4% have a hit in one of these screens.
